Mm-Cpn inhibitor – Inhibitors of TCP-1 ring complex (TRiC) of Methanococcus maripaludis (MmCpn): qHTS; hit rate 0.031% among 330,000; purified Mm-Cpn ATPase, ADP Transcreener TR-FRET; AID 504842, 2011; Chaperonin Mm-Cpn (Methanococcus maripaludis); Potency, µM (series often up to 76.9 µM), for inactives: at the top dose activity, negative = inhibition, usual class: inhibitors; further: potency means the concentration at half of the fitted maximal effect; on the % scale 0 is the no-effect control and ±100 the full control effect; nearly all actives have a fitted effect of over 80% in size
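Purified archaeal Mm-CPN (25nM final) preincubated 10 min at 37degC with compound, then 10uM ATP for 30 min at 37degC; ADP measured by HTRF Transcreener TR-FRET; buffer 30 mM TRIS pH 7.4, 100mM KCl, 5mM MgCl2, 1mM DTT.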
HepG2 tox – qHTS for Inhibitors of TGF-b: Cytotox Counterscreen. Potency, µM (titrated, usually from 46.1 µM), for the others: at the highest dose activity change, negative = cytotoxicity, most hits filed as cytotoxic. hit rate 0.76% among 410,000. HepG2 CAGA-GFP viability, ATP luminescence, 18 h; further: potency means the concentration at half of the fitted maximal effect; some results filed as inactive show a strong effect at the top dose
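HepG2 CAGA-GFP cells (1000/well, DMEM with 1% FBS) received compound, then TGF-beta at 500 pg/mL final, and were incubated 18 hours at 37 degrees C. Viability was read by CellTiter-Glo luminescence. Media-only wells were set as complete cell-killing and DMSO as no toxicity.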
ATXN viability – Viability Counterscreen for Primary qHTS for Inhibitors of ATXN expression; S2 cells (HEK-293 line with an ATXN2-luciferase reporter) viability, CellTiter-Fluor protease fluorescence, 24 h; Potency, µM (doses to about 56.7 µM), hits mostly cytotoxic; hit rate 0.49% among 400,000; further: potency means the concentration at half of the fitted maximal effect; nearly all actives have a fitted effect of over 40% in size
Nrf2 ARE act – qHTS of Nrf2 Activators; hit rate 0.31% among 410,000; AREc32 ARE-luciferase reporter (MCF7-derived line), luminescence, 24 h; Potency, µM (doses to about 46.1 µM), without a hit: top-dose activation, actives largely listed as activators; further: potency means the concentration at half of the fitted maximal effect; % of control where 0% means no effect; nearly all actives have a fitted effect of over 65% in size
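Quantitative high-throughput format: AREc32 reporter cells, 1000 per well, received compound by pin transfer and were incubated 24 hr at 37 deg C, 5% CO2, before Steady-Glo luminescence detection.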
Akt phos inh – HTS Assay for Inhibitors of Akt Phophorylation: Primary Screen; Neuro2A IGF-stimulated pAkt S473 HTRF, 20 min; active compounds read low; activity change, % for hits at 50 µM; hit rate 0.32% among 360,000; AID 651550, 2012; in the data active means activity change below about -80%; inconclusive means mostly about -51% to -80%; further: on the % scale 0 is the no-effect control and ±100 the full control effect
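Neuro2A cells in DMEM with 0.5% FBS, overnight at 37 deg C, given compound at single 50 µM final, then IGF (6 nM final) for 20 min at 37 deg C. Lysed; phospho-Akt Ser473 by HTRF after 24 h, 665/615 ratio.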
CCT chaperon mod – High-Throughput Screening for Modulators of Cytosolic Chaperonin Activity; purified chaperonin ATPase assay, HTRF ADP detection, 30 min; AID 651819, 2012; activity change, % (no concentration beside the values), hits read low; hit rate 0.3% among 360,000; in the data active means activity change below about -30%; further: on the % scale 0 is the no-effect control and ±100 the full control effect
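Nucleotide hydrolysis assay: TRiC at 20–40 nM final (set by batch activity) with 10 uM ATP, 30 min at 37 °C, in presence of 76 uM compound. Detection by competitive ADP HTRF, 30 min ambient.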
Nrf2 inh – Nrf2 qHTS screen for inhibitors. Potency, µM (doses to about 46 µM), inactives show at the top dose activity change, negative = inhibition, actives largely listed as inhibitors. hit rate 2.1% among 360,000. A549 ARE-Fluc reporter, luciferase luminescence, 18-24 h. AID 504444, 2011; further: potency means the concentration at half of the fitted maximal effect; on the % scale 0 is the no-effect control and ±100 the full control effect; nearly all actives have a fitted effect of over 60% in size
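A549 ARE_Fluc cells, 5000/well, 5% FBS OPTI-MEM; compounds in dose-response, 18-24 h at 37 °C/5% CO2; CellTiter-Fluor viability read (Ex 405/Em 525), then BugLite luciferase luminescence = Nrf2 activity.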
A549 tox – Nrf2 qHTS screen for inhibitors: counterscreen for cytotoxicity; A549 ARE-Fluc cells, CellTiter-Fluor viability, 18-24 h; Potency, µM (doses to about 46 µM), for the others: at the highest dose activity change, negative = cytotoxicity, hits mostly inhibitors; hit rate 0.16% among 390,000; further: potency means the concentration at half of the fitted maximal effect; on the % scale 0 is the no-effect control and ±100 the full control effect
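A549 ARE_Fluc cells in 5% FBS OPTI-MEM were exposed to compounds in concentration-response for 18-24 h at 37 deg C. Viability was read by CellTiter-Fluor fluorescence (Ex 405/Em 525) after 30 min, before the luciferase read.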
TGFb inhibitor – qHTS for Inhibitors of TGF-b | HepG2 CAGA-GFP TGF-b/SMAD3 reporter, GFP fluorescence, 18 h; TGF-beta stimulated, 500 pg/mL final | Potency, µM (doses to about 46.1 µM), inactives show top-dose activity, negative = inhibition, usual class: inhibitors | hit rate 1.2% among 410,000; further: potency means the concentration at half of the fitted maximal effect; on the % scale 0 is the no-effect control and ±100 the full control effect; nearly all actives have a fitted effect of over 65% in size
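TGF-beta reporter screen: HEPG2 CAGA-GFP, 1% FBS, 500 pg/mL TGF-beta final, 18 h; per-cell GFP summed per well; curves fitted and categorized by class.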
* marks the source's active call; other numbers are inactive results; i = inactive; ? = inconclusive; . = no result given. Unless noted, the call rests on the fitted dose curve; in most records, active means well fitted curve in the direction sought with a large enough effect; inconclusive means small, poorly fitted or top-dose-only effect, or another doubt; inactive means no such curve, though single readings can be large; an effect the other way counts as inactive or inconclusive.

SMILES	Mm-Cpn inhibitor	HepG2 tox	ATXN viability	Nrf2 ARE act	Akt phos inh	CCT chaperon mod	Nrf2 inh	A549 tox	TGFb inhibitor
Cc1cccc(COc2ccccc2C(=O)OCC(=O)N(C)c2c(N)n(Cc3ccccc3)c(=O)[nH]c2=O)c1	-7%	-47%	i	-0.4%	i	-3.7	-12%	-10%	-9%
O=C(N/C(=C\c1ccc(Br)cc1)C(=O)N1CCOCC1)c1ccc([N+](=O)[O-])cc1	3%	-12%	i	0.4%	i	-2.7	6%	-10%	-19%
COc1cc(OC)cc(OC(=O)c2ccc3c(=O)n4c(nc3c2)CCC4)c1	0%	4%	i	2.2%	i	-2.3	4%	1%	-3%
CC1(C)CSC(=NCc2ccccc2)N1C(=O)c1cccc([N+](=O)[O-])c1	-1%	2%	i	8.6%	i	-2.4	2%	15%	?
CC(=O)c1cnn(-c2cc(Oc3ccc(F)cc3)ncn2)c1C	0%	3%	i	-1.2%	i	0.0	10%	3%	8%
CC(OC(=O)c1cccc(-n2cnnn2)c1)c1nc2ccccc2c(=O)[nH]1 (configuration not stated)	-1%	-11%	i	-0.1%	i	1.8	-25%	10%	-5%
CCC(NC(=O)c1cc(COc2ccc(F)cc2Cl)on1)c1ccncc1 (configuration not stated)	1%	-31%	i	0.0%	i	-3.1	16µM*	?	-25%
CCc1ccc(NC(=O)CSc2nc(-c3ccccc3Cl)nc3c2Cc2c(CO)cnc(C)c2O3)cc1	.	3%	i	0.2%	.	.	?	6%	-7%
COc1ccc(S(=O)(=O)N2CCOCC2)cc1NC(=O)/C=C/c1ccc(F)cc1	-1%	-3%	i	0.6%	i	0.0	11%	-2%	-2%
CCC(=O)c1ccc(OCC(=O)NCCc2ccccn2)cc1	-6%	0%	i	-0.1%	i	2.8	?	2%	-5%
CCOc1ccccc1NC(=O)c1ccc(F)c(S(=O)(=O)NCc2ccc3c(c2)OCO3)c1	.	-5%	.	1.4%	.	.	.	15%	-20%
O=C(Nc1ccc(Cl)cc1F)C1CC(=O)N(Cc2ccco2)C1 (configuration not stated)	0%	-5%	i	6.3%	i	-0.9	?	1%	0%
CCOC(=O)C1(Cc2ccccc2Cl)CCN(C(=O)c2cnccn2)CC1	1%	5%	i	0.8%	i	3.1	?	16%	-5%
CC(=O)c1sc(NC(=O)c2cccc(C)c2)nc1C	-1%	-6%	i	?	i	-2.0	?	-4%	16%
Cc1nnc(Nc2ccccc2)n(N)c1=O	0%	-14%	?	-0.6%	i	-2.4	6%	-5%	17%
COc1cc(N=c2ssnc2Cl)cc(OC)c1OC	-1%	0%	i	3.7%	i	-0.2	-9%	-2%	18%
COCCNCC(=O)NC12CC3CC(CC(C3)C1)C2	2%	2%	i	0.2%	i	-0.8	14%	-2%	4%
CCN(CC)CCN(C(=O)CCOc1ccccc1)c1nc2ccc(F)cc2s1	-1%	-14%	i	7.3%	i	0.6	3%	-5%	-9%
O=C(N/N=C/c1ccc(O)cc1)c1cc[n+](Cc2ccccc2)cc1	-1%	-7%	i	-0.5%	i	-2.2	-4%	-1%	14%
CCOc1ccc(S(=O)(=O)Nc2cccc(-c3ccc(OCC)nn3)c2)cc1	.	-25%	?	4.7%	.	.	.	7%	0%
CC(C)(C)c1ccc(S(=O)(=O)NCc2ccc(C(=O)NCC3CCCO3)cc2)cc1 (configuration not stated)	-6%	-2%	i	0.1%	i	-2.3	13%	0%	0%
C[C@@H](O)C(C(=O)N1CCNCC1)n1cc([C@@H](N)CCCCN)nn1 (some centres not stated)	-4%	7%	i	-0.7%	i	0.8	0%	-1%	-24%
COc1ccc(CN2CCC(n3nccc3NC(=O)c3cccc(F)c3)CC2)cc1O	1%	14%	i	-0.1%	i	0.3	5%	-6%	18%
Cc1cc(=O)c2ccccc2[nH]1	2%	-22%	i	0.1%	i	-2.1	?	6%	4%
COc1cccc(C(=O)N2CCN(Cc3ccccc3[N+](=O)[O-])CC2)c1	0%	-24%	i	-0.7%	i	0.3	9%	0%	-23%

An excerpt of these results, with values under each structure:
Each structure is followed by: Mm-Cpn inhibitor | HepG2 tox | ATXN viability | Nrf2 ARE act | Akt phos inh | CCT chaperon mod | Nrf2 inh | A549 tox | TGFb inhibitor
> CCC(NC(=O)c1cc(COc2ccc(F)cc2Cl)on1)c1ccncc1 (configuration not stated)
    1% | -31% | i | 0.0% | i | -3.1 | 16µM* | ? | -25%
> CC(=O)c1cnn(-c2cc(Oc3ccc(F)cc3)ncn2)c1C
    0% | 3% | i | -1.2% | i | 0.0 | 10% | 3% | 8%

Quoted at random: 5 records from the list
SMILES	Mm-Cpn inhibitor	HepG2 tox	ATXN viability	Nrf2 ARE act	Akt phos inh	CCT chaperon mod	Nrf2 inh	A549 tox	TGFb inhibitor
COc1ccc(S(=O)(=O)N2CCOCC2)cc1NC(=O)/C=C/c1ccc(F)cc1	-1%	-3%	i	0.6%	i	0.0	11%	-2%	-2%
COc1ccc(CN2CCC(n3nccc3NC(=O)c3cccc(F)c3)CC2)cc1O	1%	14%	i	-0.1%	i	0.3	5%	-6%	18%
Cc1cc(=O)c2ccccc2[nH]1	2%	-22%	i	0.1%	i	-2.1	?	6%	4%
CC(OC(=O)c1cccc(-n2cnnn2)c1)c1nc2ccccc2c(=O)[nH]1 (configuration not stated)	-1%	-11%	i	-0.1%	i	1.8	-25%	10%	-5%
CC(C)(C)c1ccc(S(=O)(=O)NCc2ccc(C(=O)NCC3CCCO3)cc2)cc1 (configuration not stated)	-6%	-2%	i	0.1%	i	-2.3	13%	0%	0%

Returning to the listing, starting two compounds before the break.
SMILES	Mm-Cpn inhibitor	HepG2 tox	ATXN viability	Nrf2 ARE act	Akt phos inh	CCT chaperon mod	Nrf2 inh	A549 tox	TGFb inhibitor
Cc1cc(=O)c2ccccc2[nH]1	2%	-22%	i	0.1%	i	-2.1	?	6%	4%
COc1cccc(C(=O)N2CCN(Cc3ccccc3[N+](=O)[O-])CC2)c1	0%	-24%	i	-0.7%	i	0.3	9%	0%	-23%
O=C1CN(C(=O)NCC(=O)N2CCCC2)c2ccccc2N1	1%	-5%	.	-0.4%	i	1.7	1%	-1%	29%
CCc1ccc2c(c1)[C@]1(C(=O)N2)[C@@H]2C(=O)N(Cc3ccccc3)C(=O)[C@@H]2[C@@H]2CCCN21	1%	-21%	i	2.6%	i	-0.8	?	-13%	-8%
CSc1cccc(NC(=O)c2ccccc2N(C)S(C)(=O)=O)c1	-2%	-36%	i	0.1%	i	0.2	-4%	4%	-9%
CCOC(=O)c1cn(Cc2ccccc2)nn1	2%	1%	i	0.2%	i	-1.8	?	0%	-20%
C/C(=N/NC(=O)c1ccc(NC(=O)c2ccc(F)cc2)cc1)c1ccccc1	-4%	6%	i	-0.1%	i	1.8	-22%	-2%	-6%
CC1CCN(c2nc(-c3ccncc3)nc3ccccc23)CC1	-21%	-37%	i	2.2%	i	-1.8	-18%	-2%	?
Cn1cc(NC(=O)Nc2ccc(C(F)(F)F)cc2)c(C(F)(F)F)n1	2%	6%	i	2.3%	i	-0.6	?	-4%	0%
O=C1NCCN(Cc2cccc(Oc3ccccc3)c2)C1CC(=O)N1CCCO1 (configuration not stated)	-1%	-7%	i	-0.1%	i	-3.2	?	3%	-18%
Oc1cccc(C=NNc2ccccn2)c1	.	2%	i	13µM*	i	-0.8	-2%	-1%	?
CC(C)(C)c1cc(-c2ccco2)c(C#N)c(SCC#N)n1	-3%	-37%	i	0.3%	i	0.5	-7%	0%	?
CCCC1(C(=O)O)NC(c2cccc(OC)c2O)C2C(=O)N(c3ccccc3)C(=O)C21 (configuration not stated)	0%	3%	i	0.3%	i	-0.2	-5%	1%	-1%
CC(O)(c1cccc(F)c1)c1nc(-c2cncnc2)cs1 (configuration not stated)	.	7%	i	-1.0%	i	-0.8	.	.	-15%
Cc1ccc(C(c2sc3nc(-c4ccco4)nn3c2O)N2CCCCC2)cc1 (configuration not stated)	.	-10%	?	-0.6%	.	.	.	-2%	-25%
O=C(CNCC1CCCO1)Nc1ccccc1-n1cccc1 (configuration not stated)	-1%	-3%	i	-0.3%	i	-2.5	-6%	-7%	-5%
COc1ccc(-n2nc(C(=O)NCC(=O)N3CCCCCC3)c3ccccc3c2=O)cc1Cl	-1%	-1%	?	0.4%	i	-2.0	?	-7%	9%
Cc1cc(C)n(-c2ccc(C(=O)Nc3ccccc3N3CCOCC3)cc2)n1	1%	-9%	i	0.2%	i	2.6	.	0%	34%
Nc1ccn([C@@H]2O[C@H](C(=O)N3CCCN(Cc4cccs4)CC3)[C@@H](O)[C@H]2O)c(=O)n1	.	-16%	i	-0.6%	i	-2.5	.	.	-4%
O=[N+]([O-])c1ccccc1CCc1ccccc1[N+](=O)[O-]	.	-12%	i	3.0%	i	-1.7	5%	13%	18%
COc1cc(CN(C(=O)c2ccccc2[N+](=O)[O-])c2ccccn2)cc(OC)c1OC	.	-10%	i	0.5%	.	.	-6%	1%	?
COc1ccccc1C(=O)Nc1ccc2c(c1)n(C)c(=O)n2C	1%	-43%	i	16%	i	1.9	?	5%	9%
CN1C2CCC1/C(=C\c1ccccc1)C(=O)/C2=C\c1ccccc1	0%	-25%	?	?	i	-2.4	26µM*	?	0%
CC1CCN(CC(=O)Nc2sc3c(c2C#N)CCC3)CC1	-13%	3%	i	0.1%	i	-0.8	14%	-3%	11%
N#C/C(=C\c1cn[nH]c1-c1ccc(Cl)cc1)C(=O)NCc1ccccc1	0%	-1%	i	7.1%	i	2.7	?	-13%	?
CC(O)c1nc2ccccc2n1CCOc1ccccc1 (configuration not stated)	0%	12%	i	2.5%	.	2.0	-22%	11%	15%

Compound activity: PubChem, National Center for Advancing Translational Sciences (NCATS)
